Screens from PubChem BioAssay.
HTRA1 inhibitor = HTRA1 (human) protease inhibition; Q92743; recombinant HTRA1, FP-rhodamine activity-based probe, fluorescence polarization; inhibition, % at 5.96 µM; 340,000 tested, 0.5% active; AID 504803; in the data active means inhibition above about 36%;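 further: 0% = enzyme with DMSO and 100% = wells lacking enzyme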
ARFGAP1 inh = inhibitors of rat ARFGAP1; 360,000 tested, 0.26% active; inhibition, % at 16.5 µM; Arfgap1-stimulated ARF1 GTP hydrolysis, GDP FP detection; AID 651572;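 active means inhibition above a per-plate limit, mean inhibition of low control wells plus 3 SD, cut at about 25% in these data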;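 further: 0% = DMSO wells with enzyme and 100% = wells lacking Arfgap1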
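Assay system: purified rat His6-Arfgap1 residues 1-136 (GAP domain); Reagent: human Δ17 ARF1 bound to GTP; Dosing: 16.5 µM single point, 1.26% DMSO; Times: GTP hydrolysis reaction 2 h at 25 °C; Signal: FP, GDP Alexa 633 tracer displaced from anti-GDP antibody, 620/688 nm; Measure: % inhibition from polarization.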
GC-B act = GC-B (human) receptor activation | P20594 | HEK293-GC-B cells, CNP EC30, cGMP TR-FRET; 0% at EC30 CNP, 100% saturating CNP | activation, % at 10 µM | 370,000 tested, 0.11% active | AID 1920062;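 active means activation at 10 µM reaching about 35% in either raw or pattern-adjusted values, limit read from the data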
mABHD4 FP = ABHD4 (mouse) inhibition, primary FP screen | inhibition, % at 8.92 µM | 370,000 tested, 0.54% active | purified mABHD4, FP-Rh probe fluorescence polarization;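 active means inhibition exceeding the mean over every tested compound plus 3 SD, cut at about 30% in these data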;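 further: 0% = plate median of compound wells and 100% = S159A mutant with DMSO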
Target sequence (Q8VD66 whole entry, looked up): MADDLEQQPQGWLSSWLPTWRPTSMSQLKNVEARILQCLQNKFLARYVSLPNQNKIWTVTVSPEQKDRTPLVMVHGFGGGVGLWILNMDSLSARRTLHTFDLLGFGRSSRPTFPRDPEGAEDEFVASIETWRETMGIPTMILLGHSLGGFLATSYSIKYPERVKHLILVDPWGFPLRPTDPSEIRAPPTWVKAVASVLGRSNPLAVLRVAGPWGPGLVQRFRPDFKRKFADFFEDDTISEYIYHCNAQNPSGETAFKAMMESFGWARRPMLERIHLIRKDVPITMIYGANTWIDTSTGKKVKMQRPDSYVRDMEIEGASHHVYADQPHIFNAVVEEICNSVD
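System: mouse ABHD4 enzyme, wild type / Medium: HEPES pH 7.0, NaCl, Pluronic buffer / Reagent: FP-Rh activity-based fluorescent probe / Control set: S159A mutant high control, sample median low control / Detection: fluorescence polarization with parallel and perpendicular emission, 525/598 nm / Schedule: 45 min + 60 min at 25 °C / Compound dosing: 8.92 µM, single dose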
SMARCA2 act = increases SMARCA2 function in MMTV reporter cells | 370,000 tested, 1% active | MG213 cells, MMTV-luciferase reporter, dexamethasone, overnight | AID 652017 | activation, % at 9.1 µM; in the data active means activation above about 7.8%;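 further: 0% = vehicle wells and 100% = reference activator wells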
NR1D1 modulator = modulators of human Rev-erb alpha DNA binding. P20393. 370,000 tested, 0.79% active. activity, % at 10 µM. Rev-erbα–FITC-DNA binding, fluorescence polarization, 90 min;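 active means activity above about 14%, limit read from the data; passing the limit was not always enough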;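 further: 0% = DMSO wells with 35 nM protein and 100% = DMSO wells with 750 nM protein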
Target sequence (P20393 whole entry, looked up): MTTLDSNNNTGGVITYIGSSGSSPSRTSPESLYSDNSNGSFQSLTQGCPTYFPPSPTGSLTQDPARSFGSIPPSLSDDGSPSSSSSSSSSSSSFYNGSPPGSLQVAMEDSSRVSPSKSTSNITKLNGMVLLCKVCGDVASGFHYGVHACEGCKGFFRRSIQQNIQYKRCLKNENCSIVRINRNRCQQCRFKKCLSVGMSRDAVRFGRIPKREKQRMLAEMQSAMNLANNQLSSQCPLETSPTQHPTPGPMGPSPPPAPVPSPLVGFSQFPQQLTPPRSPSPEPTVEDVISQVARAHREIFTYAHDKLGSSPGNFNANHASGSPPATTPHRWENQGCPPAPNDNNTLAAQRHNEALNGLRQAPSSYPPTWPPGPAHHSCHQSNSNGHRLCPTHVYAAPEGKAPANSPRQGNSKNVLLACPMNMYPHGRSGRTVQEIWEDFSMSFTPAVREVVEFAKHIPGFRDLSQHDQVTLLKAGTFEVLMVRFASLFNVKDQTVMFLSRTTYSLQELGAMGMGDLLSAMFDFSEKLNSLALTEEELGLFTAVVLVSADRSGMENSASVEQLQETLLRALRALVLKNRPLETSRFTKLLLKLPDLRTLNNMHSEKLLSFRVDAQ
PG9 Ab binder = binds the HIV-1 gp120 antibody PG9; TR-FRET gp120-PG9 antibody binding; inhibition, % at 6.7 µM; 360,000 tested, 0.43% active; AID 624416; in the data active means inhibition above about 8.5%
rCAG binder = molecules binding r(CAG) RNA repeats. r(CAG) RNA repeat, TO-PRO-1 dye displacement fluorescence. 370,000 tested, 1.3% active. AID 651821. inhibition, % at 3 µM;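 active means inhibition above the plate cutoff, the mean of all test compounds on that plate plus 3 SD, cut at about 35% in these data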;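 further: 0% = DMSO alone and 100% = 100 µM mitoxantrone as full dye displacement; higher means more dye released from RNA so lower well fluorescence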
ASAP1 inh = inhibitors of human ASAP1 ArfGAP activity | 360,000 tested, 0.19% active | Q9ULH1 | ASAP1-stimulated ARF1 GTP hydrolysis, GDP FP detection | inhibition, % at 16.5 µM; in the data active means inhibition above about 25%;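 further: 0% = vehicle with enzyme and substrate and 100% = no enzyme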
NPR1 activator = GC-A (human) enzyme activation; P16066; HEK293 GC-A cells, cGMP TR-FRET, EC30 ANP; 0% at EC30 ANP, 100% saturating ANP; activation, % at 10 µM; 370,000 tested, 0.14% active; AID 1671463; in the data active means activation above about 40%
Numbers without * were called inactive; / = not tested or not shown.

SMILES	HTRA1 inhibitor	ARFGAP1 inh	GC-B act	mABHD4 FP	SMARCA2 act	NR1D1 modulator	PG9 Ab binder	rCAG binder	ASAP1 inh	NPR1 activator
COc1ccc(OC)c(NC(=O)CN2C(=O)NC(C)(c3ccc4c(c3)OCCO4)C2=O)c1 (centres undefined)	3.0	-2.7	-3.4	8.1	-1.4	0.3	0.1	1.1	-10.0	-0.9
COc1ccc(C2C=C(C34CC5CC(CC(C5)C3)C4)NC(=S)N2)cc1OC (centres undefined)	-27.2	1.9	-7.5	-10.5	0.7	6.5	2.1	7.0	-5.5	-4.8
N#CCSc1nnc(-c2c[nH]c3ccccc23)o1	-2.0	-5.1	-0.6	2.6	0.7	-6.0	0.1	3.4	6.9	1.1
O=C(c1ccc(-c2ccc(Cl)cc2Cl)o1)N1CCOCC1	6.0	5.6	0.9	5.9	0.8	-6.5	-0.7	-7.4	-3.4	15.1
Cc1ccc(S(=O)(=O)N2CCN(CC(=O)Nc3ccnn3C3CCCC3)CC2)cc1	-8.3	4.4	-2.1	-5.0	2.1	3.4	-2.9	-0.4	5.0	0.1
Cc1cc(/C=N/n2cnnc2)c(C)n1-c1ccccc1	-2.5	8.4	-3.5	-1.5	2.2	2.4	-1.6	-5.5	5.0	-2.1
CCOc1nc2ccccc2cc1/C=C/C(=O)O	-6.7	-10.0	-1.7	-2.1	2.4	0.6	0.3	-1.7	2.6	-2.0
COC(=O)c1cc(NC(=O)c2ccc(F)cc2)cc(C(=O)OC)c1	-31.7	1.1	0.2	-2.0	0.6	0.2	1.4	-3.3	4.0	1.1
CC(C)=CCn1c2ccc(NC(=O)Nc3ccc(N(C)C)cc3)cc2c(=O)n1C	/	5.3	-0.1	18.4	-2.9	-5.0	-8.9	6.3	13.7	3.2
O=Cc1cscc1[B-](F)(F)F	/	1.5	1.8	9.3	5.1	14.8	-1.8	4.3	1.5	2.7
CN(C)C(=O)COC(=O)c1ccccc1NC(=O)c1ccco1	-1.1	8.2	3.0	0.7	-1.1	2.8	-0.3	-1.1	-2.6	3.2
Cc1ccsc1/C=N/NC(=O)c1sccc1C	-4.9	3.4	-1.2	-7.2	10.8*	4.7	1.3	1.8	-17.2	-0.3

Overlap with the part before: 2 entries, then new ones.
SMILES	HTRA1 inhibitor	ARFGAP1 inh	GC-B act	mABHD4 FP	SMARCA2 act	NR1D1 modulator	PG9 Ab binder	rCAG binder	ASAP1 inh	NPR1 activator
CN(C)C(=O)COC(=O)c1ccccc1NC(=O)c1ccco1	-1.1	8.2	3.0	0.7	-1.1	2.8	-0.3	-1.1	-2.6	3.2
Cc1ccsc1/C=N/NC(=O)c1sccc1C	-4.9	3.4	-1.2	-7.2	10.8*	4.7	1.3	1.8	-17.2	-0.3
Cc1c(C)c([N+](=O)[O-])c(C)c(C)c1N	1.3	16.2	3.7	4.6	0.0	3.2	-0.2	3.6	8.6	-0.3
CN1CCN(C2Cc3cc(Cl)ccc3Sc3cc(F)ccc32)CC1 (centres undefined)	-2.4	-0.6	-28.0	16.8	-0.7	2.8	-0.9	-1.7	-5.3	-32.5
C[C@@H]1CN([C@H](C)CO)S(=O)(=O)c2ccc(Br)cc2O[C@H]1CN(C)CC1CCOCC1	/	5.1	-14.2	2.2	0.5	2.9	0.5	0.9	2.3	-9.3
COc1cc(/C=C2\C(=O)N(c3ccc(NC(C)=O)cc3)N=C2c2ccccc2)ccc1O	7.1	10.8	-10.0	14.3	-2.3	1.5	-0.4	82.8*	-6.1	1.0
CCNc1ccc(S(=O)(=O)NCCN(C)C)cc1[N+](=O)[O-]	2.1	-4.7	2.9	2.5	0.1	5.2	0.1	2.0	9.0	2.0
COc1ccc(C2NC(=O)C(C)S2)cc1 (centres undefined)	8.0	-1.9	6.2	1.5	1.2	-4.1	-1.0	-0.4	-5.4	-1.2
O=S(NCc1ccccc1)C12CC3CC(CC(C3)C1)C2 (centres undefined)	7.7	-1.5	2.4	0.3	-1.2	-0.4	0.1	-0.6	-13.6	3.3
NC(=O)c1ccsc1NC(=O)CN1C(=O)C2CC=CCC2C1=O (centres undefined)	-1.5	-4.4	3.6	3.9	3.9	-2.9	-2.1	7.3	1.4	0.5
COc1ccc(NS(=O)(=O)c2ccc(N3CC(O)=C(c4ccccc4)C3=N)cc2)cc1	-3.8	4.0	0.4	-0.7	-0.1	-1.8	0.2	1.7	1.6	0.6
CCN(CC)S(=O)(=O)c1ccc(N2CC(C(=O)N3Cc4ccccc4CC3C(N)=O)CC2=O)cc1 (centres undefined)	-5.6	-3.5	-1.4	-0.3	4.9	-2.7	-1.9	6.7	3.2	-3.0
O=c1[nH]c2c(s1)C=Nc1ccccc1N2	9.1	-2.1	-1.3	9.5	2.6	-0.7	-42.9	-92.4	-11.5	-6.0
COc1ccc(-n2ccnc(SCC(=O)NC3CCCC3)c2=O)cc1	-3.5	-10.1	-3.8	7.4	-4.1	5.2	1.3	1.0	1.7	3.3

A different layout for some results above:
structure | HTRA1 inhibitor | ARFGAP1 inh | GC-B act | mABHD4 FP | SMARCA2 act | NR1D1 modulator | PG9 Ab binder | rCAG binder | ASAP1 inh | NPR1 activator
COc1ccc(C2NC(=O)C(C)S2)cc1 (centres undefined) | 8.0 | -1.9 | 6.2 | 1.5 | 1.2 | -4.1 | -1.0 | -0.4 | -5.4 | -1.2
O=S(NCc1ccccc1)C12CC3CC(CC(C3)C1)C2 (centres undefined) | 7.7 | -1.5 | 2.4 | 0.3 | -1.2 | -0.4 | 0.1 | -0.6 | -13.6 | 3.3
NC(=O)c1ccsc1NC(=O)CN1C(=O)C2CC=CCC2C1=O (centres undefined) | -1.5 | -4.4 | 3.6 | 3.9 | 3.9 | -2.9 | -2.1 | 7.3 | 1.4 | 0.5
COc1ccc(NS(=O)(=O)c2ccc(N3CC(O)=C(c4ccccc4)C3=N)cc2)cc1 | -3.8 | 4.0 | 0.4 | -0.7 | -0.1 | -1.8 | 0.2 | 1.7 | 1.6 | 0.6

Carrying on:
SMILES	HTRA1 inhibitor	ARFGAP1 inh	GC-B act	mABHD4 FP	SMARCA2 act	NR1D1 modulator	PG9 Ab binder	rCAG binder	ASAP1 inh	NPR1 activator
COc1ccc(C(=O)Cn2ccsc2=NC(C)=O)cc1	1.2	-5.7	7.9	-3.0	-3.0	5.3	2.4	0.1	-4.1	4.7
CC(C)CN(C(=O)COC(=O)c1ccc(-c2ccccc2)cc1)C1CCS(=O)(=O)C1 (centres undefined)	-4.2	9.0	1.7	-6.8	0.0	1.7	1.1	-1.3	5.9	0.8
O=C(NCCc1ccccc1)C1CCN(S(=O)(=O)c2ccc(-n3cnnn3)cc2)CC1	1.2	7.5	3.4	2.1	-5.3	0.0	0.2	3.3	3.1	1.4
COc1ccccc1C(=O)NC(=O)COC(=O)c1ccc(Cl)nc1	-0.8	-8.9	-2.0	1.0	-1.7	-2.2	-1.4	-0.7	-6.7	-1.2
COC(=O)CSc1nnc(-c2c[nH]c3ccccc23)o1	0.5	-8.0	2.5	1.5	-0.2	1.2	0.2	0.4	8.3	-0.4
CCOc1ccc(S(=O)(=O)N2CCCCC2)cc1NC(=O)c1ccccc1	1.4	6.7	-2.5	-1.0	4.6	-3.2	-0.4	-1.1	3.5	0.9
O=C(NC(=S)Nc1ccccn1)c1ccc(-c2ccccc2)cc1	-19.6	13.6	4.9	-64.0	0.1	-2.7	-1.3	8.8	12.8	1.2
CC(NC(=O)Cc1ccccc1)c1ccccc1 (centres undefined)	-1.0	-3.5	0.7	7.9	3.3	0.3	-2.0	-0.6	-14.5	-6.4
COc1cccc(C(C(=O)NC(C)(C)C)N(CCC(C)C)C(=O)CCC(=O)Nc2cc(C)on2)c1OC (centres undefined)	1.9	7.0	-0.2	-0.7	-3.1	2.4	-0.1	-8.2	5.7	-14.5
O=C1c2cnc3nc(SCc4cccc(Cl)c4)nn3c2CC2c3ccccc3CCN12 (centres undefined)	-7.4	-2.6	25.0	-9.7	-1.2	33.5*	-2.4	3.3	5.7	11.8
COc1cccc(CNC(=O)CCNC(=O)N2CCn3c2nc2ccccc23)c1	2.4	4.4	-3.8	-7.5	0.7	3.4	-0.1	-1.3	-1.4	-10.8
Cc1ccc(C(=O)OCC(=O)NC2CC2)s1	-3.2	7.8	1.0	0.8	-2.1	-8.7	0.8	0.2	-16.2	1.5
Cc1cc(C)n(-c2ccc(NC(=O)C3CCCCN3C(=O)c3ccc(C)s3)cc2)n1 (centres undefined)	-21.9	-10.6	6.9	-2.5	-1.5	-10.1	-0.7	-8.4	-2.6	-4.7
CCC(C)NC(=O)C1c2ccccc2C(=O)N1Cc1ccccc1 (centres undefined)	6.1	-1.4	0.2	-2.7	-2.6	-2.4	2.0	-1.9	-17.3	2.4
O=C(Nc1nccs1)c1cccc(NC(=O)c2ccco2)c1	-3.4	-2.1	3.8	-0.2	1.6	2.6	-0.7	1.3	-11.1	-2.3
COc1ccc2cc(Br)ccc2c1CC(=O)NCCCN1CCOCC1	8.8	-12.7	-10.0	-1.9	-5.8	-2.7	2.7	-5.2	-5.4	-10.5
O=C(C1=C(O)C(=O)N(CC2CCCO2)C1c1ccccc1F)c1ccco1 (centres undefined)	-2.2	8.9	6.5	-0.2	0.8	-1.6	9.8*	10.0	8.4	17.8
O=C(Nc1ccc(S(=O)(=O)NCc2ccccc2)cc1)c1ccc(Br)o1	-29.6	5.6	-4.3	-17.7	-1.9	2.3	2.5	3.6	8.1	-4.6
C[C@H](NC(=O)[C@@H]1CCCN1C(=O)[C@@H]1CCCN1C(=O)c1cccs1)c1ccccc1	/	1.7	1.4	-4.4	-0.6	-0.4	0.8	3.0	2.7	0.9
CCOC(=O)[C@@H](NC(=O)/C=C/[C@H]1O[C@@H](n2cc(C)c(=O)[nH]c2=O)C[C@@H]1O)C(C)C	/	0.1	1.9	-1.8	-5.1	-1.2	-1.0	-0.6	16.2	0.7
CCc1cc(C(=O)N/N=C/c2ccc(OC)cc2)c2ccccc2n1	-3.9	-4.3	-6.7	-4.7	0.2	-4.5	0.1	0.8	-5.4	-4.2
CCc1ccc(OCCCC(=O)Nc2cccc(C(=O)O)c2)cc1	0.0	-1.0	11.3	-15.6	-2.8	-1.1	-1.1	9.2	-0.9	0.1
COCCN(C(=O)c1csnn1)C(C(=O)NC1CCCC1)c1ccccc1F (centres undefined)	-2.5	6.0	-6.1	4.2	0.1	-1.6	1.0	1.2	6.8	-5.1
CCCC1NC(=O)NC(C)=C1C(=O)OCC (centres undefined)	2.5	-6.1	5.9	2.4	-0.9	-3.0	-0.9	-0.8	-0.5	3.3
CCC(=O)Nc1sc2c(c1C(=O)OC)CCN(Cc1ccccc1)C2	-2.7	8.4	-4.7	-5.6	-2.4	-0.3	0.7	-2.0	7.9	1.3
